CHOP inh = blocks CHOP induction under ER stress; inhibition, % at 10 µM; hit rate 3.8% among 220,000; CHO-K1 CHOP-promoter luciferase, tunicamycin-induced, 15-18 h;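 active = compounds that reduced the stress-induced luciferase reporter signal by more than about 70% of percent inhibition, limit read from the data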;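 also: 0% = tunicamycin plus vehicle and 100% = wells without tunicamycin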
EP2 antag = blocks the human prostaglandin E2 receptor EP2. P43116. C6 glioma cells expressing human EP2, cAMP TR-FRET; cells stimulated with saturating PGE2. inhibition, % at 25 µM. hit rate 0.52% among 260,000. AID 1422;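 active = percent inhibition above 40 after rounding to a whole number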;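 also: rat C6 glioma host cells with rolipram phosphodiesterase inhibitor present; the protocol text gives 20 µM as final concentration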
Target sequence (P43116 whole entry, looked up): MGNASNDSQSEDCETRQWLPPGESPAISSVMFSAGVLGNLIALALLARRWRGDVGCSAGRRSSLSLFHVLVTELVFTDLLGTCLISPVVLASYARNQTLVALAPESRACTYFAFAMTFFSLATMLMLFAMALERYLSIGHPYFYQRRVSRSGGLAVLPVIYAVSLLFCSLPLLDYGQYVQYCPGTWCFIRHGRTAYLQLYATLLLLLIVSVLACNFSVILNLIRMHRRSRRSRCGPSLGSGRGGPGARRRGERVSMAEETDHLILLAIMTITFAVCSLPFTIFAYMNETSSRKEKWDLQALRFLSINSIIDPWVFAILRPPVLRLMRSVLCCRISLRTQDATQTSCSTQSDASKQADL
NPY Y1 blocker = NPY-Y1 (human) receptor antagonism. P25929. HEK293-CNG Y1 cells, membrane potential fluorescence; NPY at EC95, then isoproterenol. inhibition, % at 3.6 µM. hit rate 1% among 200,000. AID 1040;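 active = inhibition above the campaign mean inhibition of all tested compounds plus 3 SD, cut at about 20% in these data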;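 also: 0% = DMSO wells given NPY plus isoproterenol and 100% = isoproterenol alone without NPY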
Target sequence (P25929 whole entry, looked up): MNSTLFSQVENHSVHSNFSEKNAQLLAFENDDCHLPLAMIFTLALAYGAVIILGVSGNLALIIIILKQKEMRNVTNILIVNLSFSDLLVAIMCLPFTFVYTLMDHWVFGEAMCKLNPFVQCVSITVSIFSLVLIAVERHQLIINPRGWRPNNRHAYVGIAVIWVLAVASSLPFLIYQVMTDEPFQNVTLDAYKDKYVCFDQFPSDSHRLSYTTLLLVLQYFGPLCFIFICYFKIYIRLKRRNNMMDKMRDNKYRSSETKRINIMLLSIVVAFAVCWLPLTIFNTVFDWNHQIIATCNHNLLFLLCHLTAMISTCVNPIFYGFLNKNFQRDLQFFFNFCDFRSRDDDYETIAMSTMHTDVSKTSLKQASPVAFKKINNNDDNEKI
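Assay system: HEK293 Y1/CNG channel cell line; Doses: single compound dose of 3.6 µM, 0.4% DMSO; Timing: dye 3 h, compound 60 min room temperature, stimulation 45 min; Technique: Membrane-potential fluorescent dye readout; Measure: % inhibition of NPY effect.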
NPY1 pot ag = human NPY-Y1 potentiation or agonism, primary screen; P25929; NPY-Y1 expressing cells, potentiator/agonist activation; activation, % at 3.6 µM; hit rate 0.37% among 220,000; in the data active = activation above about 33%, passing the limit was not always enough;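 also: cells stimulated with NPY at EC10 then isoproterenol at EC100; 0% = low agonist plus stimulus and 100% = saturating agonist plus stimulus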
PPC-1+TRAIL kill = PPC-1 cancer cell killing with TRAIL present | cell killing (% activity), % at 4 µM | hit rate 0.41% among 220,000 | AID 1443 | PPC-1 cells + TRAIL, ATPLite viability luminescence;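 active = cell killing above 50% in the first pass at 4 µM, then a duplicate retest at 5 µM averaging 50% or more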;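 also: plate controls were cells with TRAIL plus DMSO for no effect and medium-only wells lacking cells for full effect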
14-3-3 Bad inh = disrupts binding of bovine 14-3-3 zeta to phospho-Bad peptide; inhibition, % at 21.7 µM; hit rate 0.71% among 220,000; TR-FRET 14-3-3zeta/Dy647-pBad peptide displacement, 1 h; P63103;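 active = inhibition above about 70%, limit read from the data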;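 also: 0% = full 14-3-3 plus peptide FRET controls and 100% = background without 14-3-3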
Target sequence (P63103 whole entry, looked up): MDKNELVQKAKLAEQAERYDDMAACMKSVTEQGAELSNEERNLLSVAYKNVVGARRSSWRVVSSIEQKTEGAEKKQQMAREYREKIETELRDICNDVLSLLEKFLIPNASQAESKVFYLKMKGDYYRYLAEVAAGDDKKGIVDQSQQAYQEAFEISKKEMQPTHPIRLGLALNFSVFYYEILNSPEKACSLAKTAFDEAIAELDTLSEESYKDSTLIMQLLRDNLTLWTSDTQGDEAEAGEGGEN
zfTRPN1 agonist = activates the zebrafish TRPN1 channel | HEK293 zebrafish TRPN1-YFP, Fluo-8 calcium fluorescence; 100% = response to 87 µM carbachol | hit rate 0.18% among 220,000 | activation, % at 3 µM;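 active = activation above its plate's cutoff, the mean activation of test wells on that plate plus 3 SD, cut at about 19% in these data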;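 also: 0% = DMSO alone and 100% = 87 µM carbachol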
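Material – zebrafish TRPN1-YFP in HEK293 cells · Doses – 3 µM single point · Schedule – dye 1 h 37 °C plus 30 min RT · Signal – Fluo-8 calcium fluorescence, excitation 470-495 nm, emission 515-575 nm · Read-out – % activation versus carbachol response · Control set – carbachol high, DMSO low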
EP2 mod = modulates human prostaglandin E2 receptor EP2 signaling. hit rate 0.83% among 260,000. AID 940. induction, % at 25 µM. EP2-expressing cells, cAMP HTRF FRET, PGE2 co-stimulation. P43116;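 active = compounds whose cAMP rise, as percent of the full-agonist control response, exceeds 60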;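 also: rat C6 glioma line stably carrying human EP2 under a CMV promoter; the protocol text gives 20 µM as final concentration; 100% = response of wells given 1 µM PGE2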
TRPML3 ag = activates the human TRPML3 channel. Q8TDD5. HEK293 TRPML3-YFP, Fluo-8 calcium fluorescence; 100% = the carbachol control signal. activation, % at 3 µM. hit rate 0.29% among 220,000;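 active = activation above its plate's cutoff, the mean activation of the plate's test wells plus 3 SD, cut at about 12% in these data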;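 also: 0% = DMSO only wells and 100% = carbachol wells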
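system = HEK293 cells stably carrying human TRPML3-YFP | doses = one concentration, 3 µM nominal, 0.3% DMSO | timing = dye loading 1 h 37 °C then 30 min ambient, 125 s read | detection = Fluo-8 calcium dye fluorescence, ex 470-495, em 515-575 nm | benchmarks = high control carbachol 87 µM, low control DMSO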
Starred values were filed as active, the others as inactive; . = not tested or not shown; [ ] = dose if it differs, or a comment. An excerpt. The share of hits here may be higher or lower than overall.

Molecule	CHOP inh	EP2 antag	NPY Y1 blocker	NPY1 pot ag	PPC-1+TRAIL kill	14-3-3 Bad inh	zfTRPN1 agonist	EP2 mod	TRPML3 ag
CCOc1cc(N2CCOCC2)c(OCC)cc1NC(=O)COc1ncnc2ccc(Br)cc12	51	13	12	-9	1	19[fluorescence artefact?]	3.3	7	0.3
CC(=O)c1c(C)oc2c1C(=O)c1ccccc1C2=O	73*	14	7	-1	8	-7	1.9	-99	0.2
COC(=O)C1=C(C)N(c2ccc(F)cc2)/C(=C/c2ccc(O)cc2)C1=O	10	6	-8	-1	-6	-12	0.5	-19	1.1
COC(=O)C1C(c2ccc(OC)cc2)Nc2nnc(C(F)(F)F)n2C1(C)O (centres undefined)	6	6	7	6	26	2	0.7	3	2.1
CCCC(=O)OC1CCS(=O)(=O)c2sccc21 (centres undefined)	-13	4	-1	-17	5	-4	0.8	5	0.8
CCC(=O)Nc1ccc(C(=O)CSc2nnc(-c3ccc(NS(=O)(=O)CC)cc3)o2)cc1OC	69	1	.	19	20	19	2.9	-3	0.5
Cc1ccc(CN2CCc3c(OCc4ccc(F)cc4)cccc3C2=O)cc1	69	4	1	24	28	2	0.1	16	2.2
CCn1c(CCNC(=O)c2ccc(Cl)cc2)nnc1SCC(=O)NC1CCCC1	17	7	-5	7	18	1	1.7	0	0.8
COc1ccc(Cl)cc1C(=O)NNC(=O)CSc1nnnn1C	-33	4	1	13	9	-3	-3.1	8	0.2
CCC(=O)c1ccc(OCC(O)Cn2cnc3ccccc32)cc1 (centres undefined)	23	10	-6	6	9	2	1.6	-20	1.6
Clc1ccc(-c2ccc(-c3nn4c(-c5ccco5)nnc4s3)o2)cc1	.	6	2	1	.	.	-0.7	.	-0.4
COC(=O)c1ccccc1NC(NC(=O)c1ccco1)C(=O)c1ccc(C)cc1 (centres undefined)	58	1	-7	11	-17	-7	1.6	-1	0.8
COc1ccc(OC)c2[nH]c(=O)c(CCNC(=S)NC(C)(C)C)cc12	4	10	3	0	0	-10	-0.7	-49	0.1
CS(=O)(=O)C1=C(O)C(=O)N(c2ccccc2)C1c1ccccc1 (centres undefined)	35	10	0	0	6	18	0.8	27	1.1
CCOc1ccc(NC(=O)c2ccc3nccnc3c2)cc1	9	.	2	-24	9	-1	1.2	7	0.9
CCOC(=O)CN(C(=O)CSc1nnc(-c2ccncc2)n1CCCN(C)C)c1ccccc1	-10	6	-7	6	1	70	2.7	-14	0.8
Cc1ccccc1N1C(=O)C(Cc2ccc(F)cc2)S/C1=C(\C#N)C(N)=O (centres undefined)	7	17	.	0	8	-6	1.9	-24	1.3
CN(C)S(=O)(=O)c1cccc(NC(=S)Nc2cccc3cnccc23)c1	37	6	.	19	37	-3	0.6	-24	-0.6
CC(=O)NC(C)c1nc2ccccc2n1C(C)C (centres undefined)	10	8	1	6	11	-7	1.7	13	-0.2
CCOC(=O)C1=C(O)c2ccccc2C(=O)/C1=C\c1ccc(CC)cc1	87*	9	4	-6	7	0[fluorescence artefact?]	0.2	20	0.3
O=[N+]([O-])c1cccc(-c2nnc(-c3ccccc3)o2)c1	80*	9	9	10	2	4	0.6	11	0.4
O=C(Nc1ccc(S(=O)(=O)Nc2nccs2)cc1)c1cc(-c2ccccc2)nc2ccccc12	18	3	0	30	11	-2	0.1	17	1.2
Cc1sc2nc3ccc(NCc4ccco4)nn3c(=O)c2c1C	-38	12	-4	10	14	27[fluorescence artefact?]	-0.4	-9	-0.3
COC(=O)c1cc(Sc2cccc(Cl)c2Cl)ccn1	19	6	2	27	24	-20	-2.2	22	-0.4

Structures listed above that bear a hit mark in CHOP inh:
SMILES,CHOP inh,NPY Y1 blocker,NPY1 pot ag,14-3-3 Bad inh,EP2 mod,TRPML3 ag
CC(=O)c1c(C)oc2c1C(=O)c1ccccc1C2=O,73*,7,-1,-7,-99,0.2
CCOC(=O)C1=C(O)c2ccccc2C(=O)/C1=C\c1ccc(CC)cc1,87*,4,-6,0[fluorescence artefact?],20,0.3
O=[N+]([O-])c1cccc(-c2nnc(-c3ccccc3)o2)c1,80*,9,10,4,11,0.4

A second format for part of the listing above.
CS(=O)(=O)C1=C(O)C(=O)N(c2ccccc2)C1c1ccccc1 (centres undefined)
  CHOP inh = 35 | EP2 antag = 10 | NPY Y1 blocker = 0 | NPY1 pot ag = 0 | PPC-1+TRAIL kill = 6 | 14-3-3 Bad inh = 18 | zfTRPN1 agonist = 0.8 | EP2 mod = 27 | TRPML3 ag = 1.1
CCOc1ccc(NC(=O)c2ccc3nccnc3c2)cc1
  CHOP inh = 9 | EP2 antag = . | NPY Y1 blocker = 2 | NPY1 pot ag = -24 | PPC-1+TRAIL kill = 9 | 14-3-3 Bad inh = -1 | zfTRPN1 agonist = 1.2 | EP2 mod = 7 | TRPML3 ag = 0.9
CCOC(=O)CN(C(=O)CSc1nnc(-c2ccncc2)n1CCCN(C)C)c1ccccc1
  CHOP inh = -10 | EP2 antag = 6 | NPY Y1 blocker = -7 | NPY1 pot ag = 6 | PPC-1+TRAIL kill = 1 | 14-3-3 Bad inh = 70 | zfTRPN1 agonist = 2.7 | EP2 mod = -14 | TRPML3 ag = 0.8

The list continues.
Molecule	CHOP inh	EP2 antag	NPY Y1 blocker	NPY1 pot ag	PPC-1+TRAIL kill	14-3-3 Bad inh	zfTRPN1 agonist	EP2 mod	TRPML3 ag
Cc1nn(C2CCS(=O)(=O)C2)c(Cl)c1/C=C/C(=O)OCC(N)=O (centres undefined)	3	10	.	-16	3	3	1.4	-4	-0.2
COc1cc([N+](=O)[O-])ccc1NC(=O)CN1CCCC1	-5	6	0	23	37	-10	1.4	21	0.7
CC(=O)c1cccc(N(C(=O)c2ccco2)C(C(=O)NC2CCCC2)c2ccncc2)c1 (centres undefined)	-8	1	7	-6	14	-9[fluorescence artefact?]	-0.7	20	0.0
Cc1c(S(=O)(=O)N2CCCC(C(=O)O)C2)cnn1C (centres undefined)	-4	14	1	14	14	-10	-2.4	13	0.9
CCOc1ccccc1C(=O)NC1CC2CCCC(C1)N2C1CC1 (centres undefined)	20	11	3	5	-5	-11	1.4	10	0.3
COc1ccc(C(=O)CN2CCN(S(=O)(=O)c3cccc([N+](=O)[O-])c3)CC2)cc1OC	-15	7	-2	15	7	-8[fluorescence artefact?]	-0.3	11	0.9
CCCN(CC1CC1)C(=O)COC(=O)c1ccc(CNS(=O)(=O)c2ccc(F)c(Cl)c2)cc1	40	4	0	29	14	11[fluorescence artefact?]	0.3	11	0.8
CCC1(C)Cc2nc3[nH]c(=S)n(-c4ccccc4)c(=O)c3cc2CO1 (centres undefined)	-5	4	10	10	27	11	1.0	-3	0.6
COc1ccc(NC(=S)NCCNC(C)=O)cc1	-6	7	1	16	5	-10	-0.1	12	0.7
CCNc1nc(NC(C)C)nc(Oc2ccc(OCCOc3ccccc3)nn2)n1	3	11	-5	6	9	5	4.0	-44	0.1
C=CCc1c(C)nc2ccc(C(=O)OCC)cc2c1Cl	39	3	0	-25	9	6	1.9	25	0.4
CCN(CC)S(=O)(=O)c1ccc(C(=O)Nc2nnc(NC(=S)Nc3ccccc3)s2)cc1	69	14	.	45	-22	-5	-0.1	-24	0.7

The list continues.
Results follow in this order: CHOP inh | EP2 antag | NPY Y1 blocker | NPY1 pot ag | PPC-1+TRAIL kill | 14-3-3 Bad inh | zfTRPN1 agonist | EP2 mod | TRPML3 ag
> C=CCOc1ccc(C(=O)N(Cc2ccc(N(C)C)cc2)C2CCS(=O)(=O)C2)cc1 (centres undefined)
  13 | 21 | 3 | 1 | 5 | 4 | 0.0 | -9 | 0.2
> COC(=O)C(NC(=O)c1ccco1)(Nc1cc(C)ccn1)C(F)(F)F (centres undefined)
  -3 | 7 | 3 | -8 | 3 | 6 | 0.6 | 11 | -0.2
> Clc1cccc(CN2CCN(c3nc4nonc4nc3NC3CC3)CC2)c1
  -12 | 10 | 12 | -13 | 25 | -7 | 0.9 | -24 | -0.3
> CC(=O)c1cn(C)c(=O)[nH]c1=O
  9 | 2 | 4 | 7 | 13 | -4 | 0.9 | 33 | 0.6
> CC(C)CCN1CCN(Cc2cnc(N3CCCC3)s2)CC1CCO (centres undefined)
  -7 | 3 | -4 | 9 | -8 | -4 | 0.2 | 2 | 1.8
> O=C(N/N=C/c1ccccn1)c1ccc2nc[nH]c2c1
  10 | 3 | . | -30 | -15 | -4 | 0.3 | -20 | 0.2
> CCOC(=O)CNC(=O)CSc1nnc(NC(=O)c2ccc(C)cc2)s1
  33 | 9 | 0 | 22 | 92*[5 µM] | 3 | 0.5 | -8 | 0.7
> CCc1nnc(NC(=O)CSc2nc3cc(OC)ccc3cc2C)s1
  7 | 9 | -4 | -10 | 1 | -1 | -0.3 | 16 | 0.1
> CCN1C(=O)/C(=C/c2c(C)nn(C)c2C)SC1=S
  41 | 3 | 3 | 18 | 11 | -1 | -1.1 | -12 | -0.6
> Cc1nc(N2CCN(Cc3ccccc3)CC2)nc2c1C(=O)CCC2
  35 | . | 11 | -8 | -4 | 3 | 2.6 | -7 | 0.1
> CC1CCN(S(=O)(=O)c2ccc(S(=O)(=O)N3CCCN(Cc4ccccc4)C3)cc2)CC1
  . | 7 | -2 | -19 | . | . | -0.9 | -13 | -0.4
> Cc1ccc(OCCN2C(=O)CSC2=O)cc1
  6 | 2 | 0 | -19 | 10 | 7 | 0.4 | 10 | 0.2
> CCOC(=O)c1cc(-c2ccccc2)sc1NC(=O)C(C)N1C(=O)c2ccccc2C1=O (centres undefined)
  41 | 5 | -3 | -35 | 8 | -10 | 5.0 | -11 | 1.3
> Cc1cc(C)c(S(=O)(=O)NCc2cn3c(C)csc3n2)c(C)c1
  -18 | 5 | 3 | 4 | 14 | 10[fluorescence artefact?] | 1.5 | -1 | 0.5
> COc1cc(/C=N/n2c(-c3cc(C)[nH]n3)n[nH]c2=S)ccc1O
  7 | 10 | . | 7 | 9 | -11 | 2.6 | 2 | 1.1
> Cn1cccc1CC(=O)NNC(=S)Nc1ccc(F)cc1
  -1 | 6 | 5 | 19 | 33 | -21 | 0.9 | 14 | 0.7
> CCOC(=O)c1sc(=NC(=O)c2ccc(S(=O)(=O)N(C)c3ccccc3)cc2)n(C)c1C
  -36 | 7 | 0 | 10 | 24 | -13 | 0.5 | 26 | 1.3
> COc1ccc(C(=O)O/N=C(\C)c2nccs2)cc1
  26 | 1 | -4 | -11 | 12 | 5 | -0.5 | 3 | 0.5
> COc1ccc(Nc2ncc(C(=O)N3CCC(C(N)=O)CC3)c3ccccc23)cc1
  -6 | 13 | 3 | -12 | -7 | -5 | 0.8 | 14 | 0.7
> Cc1c(S(=O)(=O)NCCc2ccccc2)c(=O)n(C)c(=O)n1C
  11 | 11 | . | 17 | 18 | -1 | 2.9 | 26 | 1.2
